Screening results: PubChem BioAssay, several laboratories
eIF4E 4G PPI: eIF4E–eIF4G protein interaction inhibitors, primary screen, biochemical, uHTS, TR-FRET, eIF4GI fragment | Eukaryotic translation initiation factor 4E (Mus musculus) + Eukaryotic translation … | TR-FRET eIF4E-eIF4GI(517-606) binding, 2 h | inhibition, % at 21.7 µM | 220,000 tested, 0.37% active;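 active = inhibition above about 30%, limit read from the data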;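 note: 0% = full FRET control wells and 100% = background wells lacking eIF4GI fragment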
Rad51 HR inh: human RAD51 strand exchange inhibitors, primary screen, biochemical, fluorescence. DNA repair protein RAD51 homolog 1 (Homo sapiens), Q06609. hRad51 DNA strand exchange, fluorescence dequenching. inhibition, % at 10 µM. 200,000 tested, 0.085% active. AID 1385, 2008;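 active = inhibition above 40% at the single screening dose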;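 note: 0% = DMSO control wells and 100% = blanks with heterologous ssDNA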
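Material: hRad51 filaments on single-stranded DNA; Reagent: Donor/quencher-labelled 47-bp dsDNA substrate; Compound: 10 µM final, single point; Schedule: 37 °C 15-min filament assembly, 30-min compound preincubation, 15-min exchange; Technique: FRET fluorescence, excitation 485 nm, emission 520 nm; Benchmarks: control wells and blank wells on each plate.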
FXIIa inh: human FXIIa protease inhibitors, primary screen, biochemical, 1536-well | Coagulation factor XII (Homo sapiens), P00748 | purified FXIIa, Boc-QGR-AMC fluorogenic substrate, 2 h | 220,000 tested, 0.3% active | AID 800, 2007 | inhibition, % at 5 µM; in the data active = inhibition above about 40%;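 note: 0% = enzyme with no compound and 100% = blank without enzyme; many of its hits are not listed in these tables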
Mdm2 ligase inh: MDM2-luciferase reporter signal enhancers, primary screen, MDM2 E3 ligase inhibitor project, cell-based, luminescence, 1536-well; E3 ubiquitin-protein ligase Mdm2 (Homo sapiens), Q00987; cell-based MDM2 ubiquitination luciferase reporter, 2 h; 0 = plate control, 100 = twice control, blank-subtracted; signal enhancement, % at 5 µM; 210,000 tested, 0.11% active; AID 1230, 2008;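 active = signal enhancement of 30% or more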;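 note: luminescence tracks abundance of the self-degrading MDM2-luciferase fusion protein; higher signal means inhibition of MDM2 E3 ligase activity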
Target sequence (Q00987 whole entry, looked up, the tested form may be a part): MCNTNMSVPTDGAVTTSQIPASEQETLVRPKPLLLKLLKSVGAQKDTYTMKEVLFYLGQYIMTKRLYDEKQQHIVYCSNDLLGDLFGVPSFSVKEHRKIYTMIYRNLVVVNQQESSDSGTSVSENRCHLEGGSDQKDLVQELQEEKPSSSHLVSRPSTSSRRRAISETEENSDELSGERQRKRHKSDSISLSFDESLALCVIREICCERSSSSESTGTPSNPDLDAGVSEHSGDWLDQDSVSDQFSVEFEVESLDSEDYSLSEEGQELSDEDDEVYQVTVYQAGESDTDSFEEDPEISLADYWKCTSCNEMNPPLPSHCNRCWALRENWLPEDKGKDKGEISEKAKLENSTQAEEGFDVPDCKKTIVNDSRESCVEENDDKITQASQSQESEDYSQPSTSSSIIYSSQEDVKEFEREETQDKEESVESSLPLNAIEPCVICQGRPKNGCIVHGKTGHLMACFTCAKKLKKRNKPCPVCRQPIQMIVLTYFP
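Timing – 2 h compound exposure at 37 °C · Assay system – mammalian cells stably expressing self-ubiquitinating, self-degrading MDM2 E3–luciferase fusion · Amount – 2000 cells seeded into each well · Measure – % luminescence enhancement versus blank-corrected plate control mean · Measured by – SteadyLite luminescence, 15 min reagent step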
14-3-3 Bad inh: inhibitors of 14-3-3 zeta/Bad binding, primary screen, biochemical, TR-FRET, bovine 14-3-3 zeta; 220,000 tested, 0.71% active; AID 781, 2007; TR-FRET 14-3-3zeta/Dy647-pBad peptide displacement, 1 h; inhibition, % at 21.7 µM;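 active = inhibition above about 70%, limit read from the data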;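 note: 0% = full 14-3-3 plus peptide FRET controls and 100% = background without 14-3-3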
Target sequence (P63103 whole entry, looked up): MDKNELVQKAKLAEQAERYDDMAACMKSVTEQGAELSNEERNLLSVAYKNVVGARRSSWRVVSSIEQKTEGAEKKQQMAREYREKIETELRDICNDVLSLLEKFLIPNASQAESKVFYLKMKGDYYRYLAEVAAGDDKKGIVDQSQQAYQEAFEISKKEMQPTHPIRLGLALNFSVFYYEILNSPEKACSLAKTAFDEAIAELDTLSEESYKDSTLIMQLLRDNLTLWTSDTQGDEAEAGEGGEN
Wee1 degr inh: Wee1 degradation inhibitors, primary screen, cell-based, HeLa, Wee1K328M-luciferase, luminescence. HeLa Luc-Wee1K328M stability; 100% = proteasome inhibitor MG132 effect. reporter increase, % at 5 µM. 220,000 tested, 1.2% active. AID 1321, 2008. Wee1-like protein kinase (Homo sapiens), P30291;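 active = activation above the mean of all tested compounds plus 3 SD, set per screening run, cut at about 8.8% in these data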;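 note: cells exposed to compound for 20 h before luminescence read; 0% = DMSO alone and 100% = MG132 at 30 µM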
FXIa inh 1536: human FXIa protease inhibitors, primary screen, biochemical, 1536-well; purified FXIa, Boc-Glu-Ala-Arg-AMC fluorogenic substrate; Coagulation factor XI (Homo sapiens), P03951; inhibition, % at 5 µM; 220,000 tested, 0.14% active;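 active = inhibition of at least 40%; inactive = inhibition below 40%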;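 note: fluorescence of freed AMC excited at 355 nm; 0% = enzyme without compound and 100% = no enzyme blank; many of its hits are not listed in these tables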
hK5 inh: human KLK5 protease inhibitors, primary screen, biochemical, 1536-well. recombinant hK5, fluorogenic AMC substrate cleavage. AID 873, 2007. inhibition, % at 5 µM. 210,000 tested, 0.59% active. Kallikrein-5 (Homo sapiens), Q9Y337;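 active = inhibition of 40% or more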;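 note: 0% = enzyme controls without compound and 100% = no-enzyme blanks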
Target sequence (Q9Y337 67-293 limits assumed): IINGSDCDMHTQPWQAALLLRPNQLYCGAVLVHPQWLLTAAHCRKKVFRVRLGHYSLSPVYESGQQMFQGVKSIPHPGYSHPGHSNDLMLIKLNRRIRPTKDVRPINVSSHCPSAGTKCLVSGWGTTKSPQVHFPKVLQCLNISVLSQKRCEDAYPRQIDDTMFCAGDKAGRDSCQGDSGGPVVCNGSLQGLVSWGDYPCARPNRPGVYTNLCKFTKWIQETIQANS
p97 ATPase inh: inhibitors of human p97 ATPase, primary screen, biochemical; Transitional endoplasmic reticulum ATPase (Homo sapiens), P55072; recombinant p97 ATPase, Kinase-Glo ATP luminescence, 3 h; inhibition, % at 8 µM; 220,000 tested, 0.42% active; in the data active = inhibition above about 15%;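 note: 0% = DMSO vehicle and 100% = wells lacking enzyme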
Active calls of the source: *; . = no result given; [ ] = dose if it differs, or a comment.

Every second line gives: eIF4E 4G PPI | Rad51 HR inh | FXIIa inh | Mdm2 ligase inh | 14-3-3 Bad inh | Wee1 degr inh | FXIa inh 1536 | hK5 inh | p97 ATPase inh
CN(CC(=O)NCc1ccccn1)S(=O)(=O)c1ccc2ccccc2c1
    1 | -5 | 5 | -4 | 4 | -1 | -1 | -1 | -4
CC(C)Nc1cc(C(C)(C)C)nc2c(-c3ccccc3)cnn12
    7 | -9 | -3 | -9 | 3 | 0 | -11 | 0 | -3
COc1cc(CNCc2ccccc2)cc(Cl)c1OC
    -1 | 8 | 10 | -5 | -4 | 4 | -1 | 3 | -1
CSc1nc2nc(-c3cccc(C(F)(F)F)c3)ccn2n1
    4 | 5 | 7 | -10 | -5 | 5 | -4 | -6 | 3
Cc1ccc(Cl)c(NC(=O)CCl)c1Cl
    -1 | -2 | 26 | -88 | 0 | -2 | 33 | 21 | -4
CCOC(=O)C1(Cc2cccc(F)c2)CCN(Cc2c(C)nn(CC)c2C)CC1
    4 | -1 | 8 | -13 | -2 | 4 | -2 | -1 | 0
COC(=O)Cc1ccc(OCC(=O)Nc2ccc(OC(F)(F)F)cc2)cc1
    7 | 7 | 2 | -2 | -22[fluorescence artefact?] | 1 | -3 | -20 | 0
Cc1cc2ccccc2n2c(SCC(=O)Nc3ccc(S(=O)(=O)N4CCCCC4)cc3)nnc12
    -2 | . | -3 | -6 | 0 | -4 | -3 | -4 | -2
CCOC(=O)c1cc(C)[nH]c(=S)c1C#N
    0 | 2 | 22 | -20 | 6 | -1 | -6 | 7 | -1
COc1cc(C(=O)Nc2ccc3c(c2)C(=O)c2ccccc2C3=O)cc(OC)c1OC
    11 | 3 | 0 | -3 | 62 | 4 | -8 | -7 | -4
Brc1ccc(C2=CC(c3ccco3)n3nnnc3N2)cc1 (stereo not drawn)
    -1 | 13 | 8 | -5 | -2 | 1 | 2 | 2 | 1
CC(=O)c1cccc(NC(=O)c2ccncc2)c1
    -1 | -2 | 15 | -6 | -2 | 0 | -5 | 2 | 0
Cc1cc(/C=N/NC(N)=S)c(C)n1-c1ccc(Br)cc1
    -2 | 0 | 8 | -10 | -5 | 7 | 12 | 2 | 0
COCC1CCN(Cc2cn(-c3ccccc3F)nc2-c2cc(C)sc2C)CC1
    9 | 1 | 1 | -2 | -6 | 0 | -8 | -6 | 5
O=C(CNC(=O)c1ccc(S(=O)(=O)N2CCCC2)cc1)N/N=C/c1ccc(Cl)cc1
    6[fluorescence artefact?] | 7 | 8 | -12 | -27 | 0 | -1 | -17 | 1
CCCCCc1ccc(OCCC[n+]2ccccc2)c(CCCCC)c1
    2 | 5 | 10 | -22 | 5 | 1 | 1 | -1 | 0
CC(C)CCN1CCN(C2CSCCSC2)CC1CCO (stereo not drawn)
    -4 | 5 | 11 | -8 | -6 | -5 | -1 | 0 | 1
COc1ccccc1NC(=O)CNc1ccc(F)c(Cl)c1
    -4 | 6 | 3 | -10 | -3 | 0 | -4 | 12 | 1
N#Cc1ccccc1NC(=O)CSc1nccn1CCc1ccccc1
    -10 | 1 | -1 | -61 | -2 | -1 | -6 | -2 | -3
O=C(CSc1nc2ccccc2[nH]1)c1c[nH]c2ccccc12
    -4 | 7 | 8 | -2 | 1 | -2 | -1 | -6 | 2
Cc1ccc(NC(=O)c2cc3c(s2)CCCC3)cc1
    -5 | -3 | 6 | -7 | -3 | 16* | -2 | 0 | -7
C/C(=N\Nc1nc(Cl)c(Cl)cc1Cl)c1ccc(S(=O)(=O)NCc2ccco2)cc1
    3[fluorescence artefact?] | 0 | 6 | -9 | -21 | 2 | 2 | -19 | 0
O=C(Nc1ccc(Cl)cc1)Nc1cccnc1
    1 | . | 2 | -10 | -3 | -2 | -7 | -3 | 3
COC(=O)c1ccc(/C=C/c2ccc3cccc(OC)c3n2)cc1
    4 | -6 | -6 | -12 | 1 | 5 | -6 | -34 | 0
Cc1cc(N)n(-c2cc(C)c3ccccc3n2)n1
    -7 | 1 | 4 | -34 | -4 | 3 | -3 | 1 | 0
O=C1NC2=C(C(=O)c3ccccc32)C(c2ccccc2)N1 (stereo not drawn)
    0[fluorescence artefact?] | 3 | 12 | -22 | -4[fluorescence artefact?] | -2 | 12 | -12 | 7
O=C(CCCNS(=O)(=O)c1cccc2nsnc12)NCc1ccc(Cl)cc1
    5 | -1 | 0 | -6 | 9 | -1 | -1 | -20 | -9
COC(=O)[C@@]1(Cc2ccc(F)cc2)[C@H]2c3cc(C(=O)N(C)C)n(C[C@H](O)CO)c3C[C@H]2CN1C(=O)c1ccccc1
    -3[fluorescence artefact?] | 0 | 13 | . | -5 | -2 | 5 | -8 | 3
NC(=O)C1(N2CCCCC2)CCN(C2CC(=O)N(Cc3cccs3)C2=O)CC1 (stereo not drawn)
    -2[fluorescence artefact?] | . | 9 | -18 | -7[fluorescence artefact?] | 0 | -3 | -11 | -4
O=C(NCc1ccncc1)C(=O)N/N=C/c1ccc(OCc2ccccc2)cc1
    16 | 7 | -2 | -10 | 22 | 4 | -8 | -7 | 5
CCc1ccc(C(N)=S)cc1
    -1 | 13 | 6 | -13 | -10 | 2 | 0 | 3 | 0
O=C(CN1C(=O)COc2ccccc21)NCc1ccc(C(=O)O)cc1
    . | 3 | 8 | 0 | . | 1 | -2 | -5 | 0
COc1ccccc1C/C(N)=N/OC(=O)COc1cc(C)cc(C)c1C
    2 | . | 0 | -3 | 0 | 3 | -5 | . | -5
CCN(CC)C(=O)C1CCN(Cc2cccc(OCc3ccccc3)c2)CC1
    2[fluorescence artefact?] | 6 | 9 | -6 | 50[fluorescence artefact?] | -2 | 0 | -6 | -5
CC(C)(C)C(=O)CCN1C(=O)C2(OCCO2)c2ccccc21
    2 | -14 | -2 | 8 | -1 | -3 | 1 | -3 | -3
O=C(N/N=C/c1cc([N+](=O)[O-])ccc1O)C1CCCCC1
    -7 | 6 | 3 | -7 | 1 | 2 | 5 | -39 | 1
OCCNC(=S)Nc1cc(Cl)cc(Cl)c1
    0 | -9 | -3 | 7 | -12 | -1 | -6 | -7 | -4
CCCN1C(=O)c2[nH]nc(-c3cc(Cl)c(C)cc3O)c2C1c1ccc(O)c(OC)c1 (stereo not drawn)
    3 | -9 | 12 | 1 | -2 | 2 | 2 | 0 | 3
COc1ccc(S(=O)(=O)CC2(O)CCN(C(=O)CC(C)C)CC2)cc1
    -2 | -10 | 7 | -2 | -4 | -2 | -5 | -7 | -1
CC(C)N(Cc1nc(-c2ccccc2)no1)C(=O)CN(C)S(=O)(=O)c1ccccc1
    4 | . | 0 | -8 | -5 | 0 | -2 | -14 | -2
C/C(CC(C)(C)C1CCCCC1)=N\NC(N)=S
    -10 | 2 | 14 | -11 | 2 | 1 | 5 | -12 | -10
Cn1c(O)c(C(C#N)=C2N=c3ccccc3=N2)c2ccccc21
    -23 | 1 | 15 | 0 | 3[fluorescence artefact?] | 0 | 1 | -7 | -4
O=C(CCn1nc(-c2ccccc2)ccc1=O)N1CCCC1
    7 | . | 4 | -12 | 17 | -1 | 4 | -26 | 5
COC(=O)c1ccc(NC(=O)CNS(=O)(=O)c2cccs2)cc1
    -1[fluorescence artefact?] | 0 | 6 | 3 | 11[fluorescence artefact?] | 2 | 5 | -12 | 4

By substructure: the compounds so far containing a Cl atom (nine)
Every second line gives: eIF4E 4G PPI | Rad51 HR inh | FXIIa inh | Mdm2 ligase inh | 14-3-3 Bad inh | Wee1 degr inh | FXIa inh 1536 | hK5 inh | p97 ATPase inh
COc1cc(CNCc2ccccc2)cc(Cl)c1OC
    -1 | 8 | 10 | -5 | -4 | 4 | -1 | 3 | -1
Cc1ccc(Cl)c(NC(=O)CCl)c1Cl
    -1 | -2 | 26 | -88 | 0 | -2 | 33 | 21 | -4
O=C(CNC(=O)c1ccc(S(=O)(=O)N2CCCC2)cc1)N/N=C/c1ccc(Cl)cc1
    6[fluorescence artefact?] | 7 | 8 | -12 | -27 | 0 | -1 | -17 | 1
COc1ccccc1NC(=O)CNc1ccc(F)c(Cl)c1
    -4 | 6 | 3 | -10 | -3 | 0 | -4 | 12 | 1
C/C(=N\Nc1nc(Cl)c(Cl)cc1Cl)c1ccc(S(=O)(=O)NCc2ccco2)cc1
    3[fluorescence artefact?] | 0 | 6 | -9 | -21 | 2 | 2 | -19 | 0
O=C(Nc1ccc(Cl)cc1)Nc1cccnc1
    1 | . | 2 | -10 | -3 | -2 | -7 | -3 | 3
O=C(CCCNS(=O)(=O)c1cccc2nsnc12)NCc1ccc(Cl)cc1
    5 | -1 | 0 | -6 | 9 | -1 | -1 | -20 | -9
OCCNC(=S)Nc1cc(Cl)cc(Cl)c1
    0 | -9 | -3 | 7 | -12 | -1 | -6 | -7 | -4
CCCN1C(=O)c2[nH]nc(-c3cc(Cl)c(C)cc3O)c2C1c1ccc(O)c(OC)c1 (stereo not drawn)
    3 | -9 | 12 | 1 | -2 | 2 | 2 | 0 | 3

With a hit mark in Wee1 degr inh (from the list above):
molecule	eIF4E 4G PPI	Rad51 HR inh	FXIIa inh	14-3-3 Bad inh	Wee1 degr inh	FXIa inh 1536	hK5 inh	p97 ATPase inh
Cc1ccc(NC(=O)c2cc3c(s2)CCCC3)cc1	-5	-3	6	-3	16*	-2	0	-7
